Assay outcomes (PubChem)
SENP6 block – blocks the human protease SENP6; 330,000 tested, 1.8% active; Recombinant SENP6 catalytic domain, aminoluciferin luminescence; inhibition, % at 10 µM;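 active means inhibition above about 50% at the single tested dose, limit read from the data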;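 further: plate controls were DMSO wells with enzyme for no effect and DMSO wells lacking enzyme for full effect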
PfG6PD inh – PfG6PD (Plasmodium falciparum) enzyme inhibition | PfGluPho enzyme, NADPH resazurin-diaphorase fluorescence | inhibition, % at 20 µM | 350,000 tested, 0.78% active;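 active means inhibition reaching at least a set limit at 20 µM in the primary screen, cut at about 59% in these data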;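 further: 0% = DMSO wells with substrate and 100% = DMSO wells lacking glucose-6-phosphate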
SENP7 block – inhibitors of human SENP7 protease; Q9BQF6; recombinant SENP7, Z-RLRGG-aminoluciferin luminescence, 40 min; inhibition, % at 5 µM; 330,000 tested, 1.5% active; AID 434973;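 active means inhibition above about 50% at the single test dose, limit read from the data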;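 further: plate controls were DMSO with enzyme for no effect and no enzyme buffer wells for full effect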
SENP8 block-1 – SENP8 protease inhibition. purified SENP8, Z-RLRGG-aminoluciferin cleavage, luminescence. inhibition, % at 10 µM. 330,000 tested, 1.2% active. AID 2540; in the data active means inhibition above about 50%
HKDC1 inh – HKDC1 (human) hexokinase inhibition | Q2TB90 | recombinant HKDC1, G6PDH/diaphorase resazurin coupled fluorescence | inhibition, % at 20 µM | 340,000 tested, 0.16% active | AID 493160;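 active means inhibition above about 35% when tested at 20 µM, limit read from the data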;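 further: plate controls were DMSO wells with enzyme for no effect and DMSO wells lacking enzyme for full effect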
Target sequence (Q2TB90 whole entry, looked up): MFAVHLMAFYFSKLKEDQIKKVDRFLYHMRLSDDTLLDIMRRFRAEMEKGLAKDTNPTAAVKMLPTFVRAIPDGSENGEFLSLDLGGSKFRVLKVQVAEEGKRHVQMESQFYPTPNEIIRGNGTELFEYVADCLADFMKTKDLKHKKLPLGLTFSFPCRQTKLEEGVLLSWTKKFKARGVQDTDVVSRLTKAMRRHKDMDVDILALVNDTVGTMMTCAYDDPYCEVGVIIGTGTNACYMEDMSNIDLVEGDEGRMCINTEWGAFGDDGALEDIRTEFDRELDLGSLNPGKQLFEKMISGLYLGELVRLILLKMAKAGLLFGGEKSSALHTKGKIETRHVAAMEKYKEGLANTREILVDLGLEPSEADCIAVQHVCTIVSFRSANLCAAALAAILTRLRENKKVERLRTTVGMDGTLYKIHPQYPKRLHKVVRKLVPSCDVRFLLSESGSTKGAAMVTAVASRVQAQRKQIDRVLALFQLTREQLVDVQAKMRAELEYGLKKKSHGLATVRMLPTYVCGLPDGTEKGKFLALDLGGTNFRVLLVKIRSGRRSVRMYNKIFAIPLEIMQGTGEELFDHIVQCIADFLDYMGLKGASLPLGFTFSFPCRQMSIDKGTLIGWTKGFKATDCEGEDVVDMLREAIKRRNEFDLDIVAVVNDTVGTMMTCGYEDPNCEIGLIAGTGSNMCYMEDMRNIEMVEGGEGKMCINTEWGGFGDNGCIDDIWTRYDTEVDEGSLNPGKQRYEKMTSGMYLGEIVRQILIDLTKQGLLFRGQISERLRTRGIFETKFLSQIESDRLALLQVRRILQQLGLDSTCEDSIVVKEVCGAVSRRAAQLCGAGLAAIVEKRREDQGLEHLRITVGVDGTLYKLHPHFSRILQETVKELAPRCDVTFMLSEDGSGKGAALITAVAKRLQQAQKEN
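Test system: recombinant HKDC1 (HK5) hexokinase enzyme, produced in-house / Doses: 20 µM test compound, 1% DMSO / Timing: 90 min, room temperature / Detection: G6PDH/diaphorase-coupled fluorescence, 1 mM NADP, 100 µM resazurin, 525/613 nm / Control set: DMSO wells with and without enzyme mix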
SENP1 inh – SENP1 (human) catalytic domain inhibition; 360,000 tested, 0.21% active; recombinant SENP1 catalytic domain, CyPet-SUMO1-YPet FRET cleavage; AID 624204; inhibition, % at 10 µM;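 active means inhibition at least 30% at 10 µM, raw YFP signal under a set limit, fluorescence ratio 0.5 to 1.5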;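 further: 0% = enzyme with DMSO and 100% = no enzyme wells; some results filed as inactive read as strong as hits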
Target sequence (Q9P0U3 419-644 limits assumed): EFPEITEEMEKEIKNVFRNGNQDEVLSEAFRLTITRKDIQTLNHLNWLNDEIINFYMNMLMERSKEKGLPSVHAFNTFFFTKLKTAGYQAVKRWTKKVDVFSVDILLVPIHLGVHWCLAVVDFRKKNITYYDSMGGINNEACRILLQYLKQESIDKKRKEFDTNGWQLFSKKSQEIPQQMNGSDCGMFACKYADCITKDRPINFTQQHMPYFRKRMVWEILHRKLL
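Material: hSENP1 catalytic domain, recombinant; medium: Tris pH 8 with BME, BSA, NP40 and catalase; compound: single concentration of 10 µM compound, 0.5% DMSO final; technique: FRET read of cyan and yellow fluorescence; timing: 50 min enzyme reaction, room temperature, light-protected; reagent: SFCypet-SUMO1-SFYpet substrate at 25 nM; control set: no-enzyme low, enzyme-DMSO high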
Apaf1 inhib – inhibitors of human Apaf-1 apoptosome. O14727. reconstituted apoptosome caspase-3 activity, DEVD-Rh110 fluorescence. inhibition, % at 20 µM. 330,000 tested, 0.71% active; active means inhibition of at least 40% at 20 µM;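 further: plate controls were DMSO wells for no effect and DEVD-CHO caspase inhibitor wells for full effect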
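Material: reconstituted apoptosome with Apaf-1, cytochrome c, caspase-9, procaspase-3, dATP / Buffer or medium: pH 7.5 Hepes buffer with CHAPS, BSA, DTT / Also added: cytochrome c with DEVD-Rh110 / Schedule: compound with Apaf-1, dATP, procaspase-3 30 min, then 50 min reaction, room temperature / Technique: rhodamine 110 fluorescence at Ex 480/Em 540 nm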
SENP8 block-2 – inhibitors of human SENP8 protease; 360,000 tested, 0.64% active; inhibition, % at 20 µM; recombinant SENP8, Nedd8 substrate fluorescence; Q96LD8; AID 602440; in the data active means inhibition mostly above about 40%, no sharp cut-off; inactive means mostly below about 27%
Starred values were filed as active, the others as inactive; nt = no result given.

SMILES	SENP6 block	PfG6PD inh	SENP7 block	SENP8 block-1	HKDC1 inh	SENP1 inh	Apaf1 inhib	SENP8 block-2
COC(=O)C1=C(C)N(C2CCCCC2)C(=O)C1	1	-10	4	4	-1	3	-4	42*
CCOC(=O)C1CCN(Cc2nc3ccc([N+](=O)[O-])cc3c(=O)n2-c2ccc(OC)cc2OC)CC1	10	7	12	0	2	-3	5	31
CC(=O)N1CCN(CC(=O)Nc2cccc(S(=O)(=O)N3CCCCCC3)c2)CC1	6	-5	6	-9	-9	0	3	-8
COc1ccc(C(=O)COC(=O)c2sc(C)nc2C)cc1OC	-1	3	-3	-1	-4	0	-3	-2
CCC(c1nnc(SCC(=O)NNC(=O)c2ccccc2)n1Cc1ccccc1)N(C)C (configuration not stated)	-10	1	8	3	-1	2	5	7
CCOc1ccc(NC(=O)CCSc2ccc(C)cc2)cc1	1	4	-5	4	10	-3	8	8
CCN(CC)CCCN1C(=O)C(O)=C(C(=O)c2sc(C)nc2C)C1c1ccco1 (configuration not stated)	1	-14	7	-1	8	-3	-12	10
OC(COCc1ccc(Cl)cc1)CN1CCN(CC(O)COCc2ccc(Cl)cc2)CC1 (configuration not stated)	-13	-5	1	7	-11	2	-3	21
N#CCCN1CCN(S(=O)(=O)c2ccc(C3CCCCC3)cc2)CC1	-15	-22	6	-6	-3	-1	7	15
CN(C)c1ccc(/C=N\NC(=O)CC#N)cc1	-24	11	-5	1	-15	-7	-7	-394
CCOC(=O)C1=C(C)N=c2s/c(=C\c3ccc(OC(C)=O)cc3)c(=O)n2C1/C=C/c1ccccc1 (configuration not stated)	-8	45	-10	-9	2	-13	12	7
Oc1ccc(Oc2ncc(Cl)cc2Cl)cc1	0	-12	0	9	0	1	-8	23
CC(=O)Nc1ccc(NC(=O)/C=C/c2ccc(Cl)cc2)cc1	-6	-2	-4	4	1	0	-11	10
Cc1nn(-c2ccccc2)c(C)c1NC(=O)COC(=O)CCc1ccccc1	-12	1	11	-10	-5	1	-8	-3
CCCc1cc(=O)[nH]c(SCC(=O)c2[nH]c(C)c(C(=O)OCC)c2C)n1	5	-6	6	-2	-3	-1	6	10
Nc1nnc(CC(c2ccccc2)c2ccccc2)s1	19	0	5	1	5	2	8	-9
COc1cc(NC(=O)CN2C(=O)NC(C)(CCC(C)C)C2=O)cc(OC)c1 (configuration not stated)	-6	-5	8	-3	-1	-2	7	15
O=C(NCc1nc(-c2ccccc2)cs1)c1ccccc1	-14	-3	-7	-10	-6	1	2	-6
Cc1cc(S(=O)(=O)NCC(C)C)ccc1OCC(=O)NCC1CCCO1 (configuration not stated)	2	-3	-5	-6	8	0	-10	16
c1ccc(-c2ccccc2OCCN2CCCCC2)cc1	-1	9	10	0	-9	2	-6	2

The final 4 compounds of the part before are carried over, then new ones follow:
SMILES	SENP6 block	PfG6PD inh	SENP7 block	SENP8 block-1	HKDC1 inh	SENP1 inh	Apaf1 inhib	SENP8 block-2
COc1cc(NC(=O)CN2C(=O)NC(C)(CCC(C)C)C2=O)cc(OC)c1 (configuration not stated)	-6	-5	8	-3	-1	-2	7	15
O=C(NCc1nc(-c2ccccc2)cs1)c1ccccc1	-14	-3	-7	-10	-6	1	2	-6
Cc1cc(S(=O)(=O)NCC(C)C)ccc1OCC(=O)NCC1CCCO1 (configuration not stated)	2	-3	-5	-6	8	0	-10	16
c1ccc(-c2ccccc2OCCN2CCCCC2)cc1	-1	9	10	0	-9	2	-6	2
COc1ccc(/C=N/NC(=O)C(=O)N2CCCC2)cc1OC	-6	3	3	-1	6	2	-14	1
C=CCNS(=O)(=O)c1ccc(N2C(=O)c3ccccc3C2=O)cc1	-1	4	3	-6	-13	-1	-2	4
CC1=NN(C(N)=S)C(=O)C1N=Nc1ccccc1C (configuration not stated)	-2	-15	48	75*	-23	3	3	35
O=c1[nH][nH]c(C(F)(F)F)c1C=Nc1ccc(Cl)cc1	-18	-13	-15	-11	0	0	5	21
CCCc1cc(=O)n2[nH]c(NCc3ccc(OC)c(OC)c3)nc2n1	4	-1	2	0	-7	0	9	9
Cc1ccc(Cl)cc1NC(=O)CN1CCN(S(=O)(=O)N2CCC(C)CC2)CC1	9	11	-3	-2	-6	0	9	13
C/C(=N\Nc1ccc([N+](=O)[O-])cc1)c1cccc(N)c1	4	111*	-3	-10	4	-26	2	12
COc1cccc(NC(=S)NC(=O)Cc2ccc(Cl)cc2)c1	-6	-3	3	2	3	1	20	14
OC1(c2ccccc2)C/C(=N\n2cnnc2)C=C1c1ccccc1 (configuration not stated)	4	-1	10	-2	-12	-2	-26	11
O=C(N/N=C/c1cc([N+](=O)[O-])ccc1O)c1ccncc1	23	-17	41	1	-14	-85	-4	-2
O=C(O)c1cc(Br)ccc1NS(=O)(=O)c1cccc2nsnc12	4	-46	-4	0	8	1	-7	11
O=C1c2ccccc2C(Nc2ccc3c(c2)OCO3)N1Cc1ccc2c(c1)OCO2 (configuration not stated)	-18	60*	3	5	7	0	16	10
CCOC(=O)c1c(C)n(C)c2ccc(OCC(O)Cn3nc(C)cc3C)cc12 (configuration not stated)	-4	-4	-6	-5	5	1	-4	9
COc1cc(C)ccc1OCCOCCN(C)Cc1ccccc1	-8	-3	11	0	-7	2	1	11
CC(C)=CCc1cc2c(=O)c3c(O)c4c(cc3oc2c(O)c1O)OC(C)C4(C)C (configuration not stated)	8	nt	-2	-1	nt	nt	9	nt
CCc1nnc(NC(=O)CSc2nnc(Cc3ccccc3)n2-c2ccc(OC)cc2)s1	6	-15	-4	4	5	-3	8	14
CC1CC(C)(C)NC(=S)N1CCC(=O)N1CCN(c2ccccc2)CC1 (configuration not stated)	11	11	-3	-2	-5	0	1	8
O=C(O)Cc1ccc2c(c1)N(S(=O)(=O)c1cccs1)CC(C(=O)O)O2 (configuration not stated)	-6	-6	8	4	-2	1	-7	-2
CC(C)c1ccc(/C=C2\SC(=S)N(CCC(=O)N3CCCCC3CCO)C2=O)cc1 (configuration not stated)	12	5	6	38	3	3	33	31
Cc1cc(S(=O)(=O)N2CCOCC2)ccc1OCC(=O)Nc1ccccc1F	-12	-9	10	4	-2	0	-2	6
CCc1cccc(NC(=O)C2CC2c2ccccc2)c1 (configuration not stated)	-15	10	-6	-3	5	0	18	10
CCCCn1nnnc1SCC(=O)c1ccc(C)c(C)c1	-3	-11	4	3	2	1	2	13
CSc1ncccc1C(=O)NNC(=O)c1ccc(NS(=O)(=O)c2cccs2)cc1	-22	-19	-13	-19	0	1	5	6
CCOC(=O)c1sc2nc(C)nc(NCc3ccc(Cl)cc3)c2c1C	-14	25	-4	1	2	-1	18	-288
COc1ccc(CN2CCN(Cc3c[nH]c4ccccc34)CC2)cc1	9	-11	2	-1	-2	0	12	10
CCC(=O)Oc1ccc2c(C)cc(=O)oc2c1C(=O)CC	-3	-2	6	-7	-2	-1	-16	-309
CCOC(=O)C1CCN(C(=O)CSc2nc3ncccc3[nH]2)CC1	3	-10	-2	13	-5	0	7	2
CC1S/C(=C(\C#N)C(N)=O)N(c2ccc(F)cc2)C1=O (configuration not stated)	-6	8	-9	-3	-1	-2	13	8
Cc1ccc(N(CC(O)CN2C(=O)NC(C)(C)C2=O)S(=O)(=O)c2ccc([N+](=O)[O-])cc2)cc1 (configuration not stated)	12	-9	3	-2	-3	0	15	19
Cc1ccc(C(=O)N2CCN(c3ccc([N+](=O)[O-])c(NCc4ccco4)c3)CC2)cc1	-10	13	6	-5	1	4	14	48*
CCOC(=O)c1c(C)[nH]c(C(=O)COC(=O)c2ccc([N+](=O)[O-])o2)c1C	18	27	3	-1	-5	1	10	27
Cc1ccc2[nH]cc(C(=O)CN3CCN(c4ccccn4)CC3)c2c1	-19	2	14	-8	3	-21	10	-23
O=C1CCC(C(=O)N2CCCCCC2)CN1Cc1cccc(C(F)(F)F)c1 (configuration not stated)	0	9	1	-1	-5	2	2	7
CCN(CC)C(=O)c1ccc(Oc2ccc([N+](=O)[O-])cc2Cl)cc1	-8	-3	-2	2	-2	4	-12	9
COc1ccc(Cl)cc1C(=O)NNC(=O)CN1C(=O)C2CC=CCC2C1=O (configuration not stated)	-3	4	5	-3	-10	0	-6	5
COc1cccc(CNC(=O)CSc2nnc3c(n2)[nH]c2ccccc23)c1	5	-1	6	-2	1	1	3	-2
N#Cc1ccccc1NS(=O)(=O)c1cc2c3c(c1)CCN3C(=O)CC2	-13	0	-6	-6	-5	1	5	-48
CCN(CC)c1ccc(/C=C(\C#N)C(N)=O)cc1	nt	5	nt	nt	6	-38	nt	-62
O=S(=O)(N/N=C\C=C\c1ccccc1)c1ccc(Cl)cc1	6	-22	-1	3	11	1	5	13
CN(Cc1ccccc1)Cc1nc2c(c(=O)n(C)c(=O)n2C)n1CCCc1ccccc1	-29	-4	13	-2	-10	0	4	10

Ordered by the number under SENP8 block-1 (high to low): some entries from above
| Structure | SENP8 block-1 |
| --- | --- |
| CCN(CC)C(=O)c1ccc(Oc2ccc([N+](=O)[O-])cc2Cl)cc1 | 2 |
| COc1cccc(CNC(=O)CSc2nnc3c(n2)[nH]c2ccccc23)c1 | -2 |
| N#Cc1ccccc1NS(=O)(=O)c1cc2c3c(c1)CCN3C(=O)CC2 | -6 |

(cont.)
SMILES	SENP6 block	PfG6PD inh	SENP7 block	SENP8 block-1	HKDC1 inh	SENP1 inh	Apaf1 inhib	SENP8 block-2
COC(=O)C1CCN(C(=O)COc2ccc(S(=O)(=O)N3CCOCC3)cc2Cl)CC1	19	-8	-3	5	-10	-1	-3	10
O=C(COc1ccc2ccc(=O)oc2c1)NC1CCS(=O)(=O)C1 (configuration not stated)	-2	-4	4	7	-5	-3	-8	-293
O=C(NC1CCC(O)CC1)c1ccc(Br)o1 (configuration not stated)	13	1	16	-3	2	1	-5	16
O=C(N[C@@H](Cc1ccccc1)c1nc2ccccc2[nH]1)c1cc([N+](=O)[O-])ccc1Cl	-5	5	-3	1	-3	1	1	13
CCCc1cc(C(=O)Cc2ccc(F)cc2)c(O)cc1O	-19	15	0	3	8	0	13	-3
O=C(Nc1ccc([N+](=O)[O-])cc1)OCCc1ccccn1	-12	-9	-10	-19	3	4	-1	15
COc1ccc(C2c3c(-c4ccccc4O)n[nH]c3C(=O)N2Cc2ccco2)cc1OC (configuration not stated)	-28	14	4	0	7	1	-6	6
CCOC(=O)c1cnc(SC)nc1Oc1cccc(NS(=O)(=O)c2ccc(C)cc2)c1	-12	7	2	-1	6	3	7	26
CC1(c2nnc(Cc3ccccc3)o2)CC(c2ccccc2Br)=NO1 (configuration not stated)	-9	-17	-15	-16	3	0	21	15
Oc1ccc(-c2nc3ccccc3s2)cc1	98*	-14	99*	96*	-4	-5	-22	-437
COc1ccc(NCc2nc3ccccc3n2CCOc2ccccc2)cc1	12	23	17	-5	11	-4	15	17
COC(=O)c1ccc(Cn2nc(C)c(Cl)c2C)o1	-16	-20	-6	-10	-1	-1	-5	7
COC(=O)[C@H]1[C@@H](C)N(CCc2cc(OC)c(OC)c(OC)c2)C(=O)N[C@H]1c1ccccc1	5	-4	1	2	2	0	5	12
NS(=O)(=O)c1ccc(CCNC(=O)CCCCCn2c(=S)[nH]c3ccc(Br)cc3c2=O)cc1	-10	-11	5	1	-9	1	-15	13
O=C(COc1cc(O)c2c(=O)cc(-c3ccccc3)oc2c1)c1cccc([N+](=O)[O-])c1	11	-21	-8	9	3	3	-5	22
Cc1cc(C)nc(-n2nc(C)cc2NC(=O)C(C)C)n1	-30	14	0	-6	-5	4	-1	10
Fc1ccc(-c2cnc[nH]2)cc1	-8	8	-8	1	-8	1	5	21
